NCF1 inh: inhibitors of human p47phox binding; P14598; p47phox/p22phox peptide binding, fluorescence polarization, 2 h; inhibition, % at 24.7 µM; hit rate 0.53% among 220,000;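 active = inhibition above about 30%, limit read from the data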;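 note: 0% = p47phox with labelled peptide and 100% = labelled peptide alone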
Target sequence (P14598 whole entry, looked up): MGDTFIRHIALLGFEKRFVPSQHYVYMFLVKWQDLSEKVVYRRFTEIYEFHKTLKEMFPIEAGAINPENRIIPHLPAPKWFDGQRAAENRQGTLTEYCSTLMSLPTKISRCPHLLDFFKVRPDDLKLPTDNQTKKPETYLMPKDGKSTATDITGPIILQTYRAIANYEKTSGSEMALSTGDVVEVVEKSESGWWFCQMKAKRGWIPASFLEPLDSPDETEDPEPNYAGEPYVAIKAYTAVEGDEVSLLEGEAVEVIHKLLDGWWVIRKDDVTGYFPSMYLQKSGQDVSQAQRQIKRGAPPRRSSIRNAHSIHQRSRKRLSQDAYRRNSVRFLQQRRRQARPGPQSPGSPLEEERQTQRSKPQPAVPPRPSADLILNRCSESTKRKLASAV
TbHK1 inh: blocks Trypanosoma brucei hexokinase 1 activity; recombinant TbHK1, G6PDH-coupled NADH A340; inhibition, % at 10 µM; hit rate 0.11% among 220,000;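 active = inhibition of 50% or more in the single-dose primary screen; inactive = inhibition below 50%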
EBV gp42 inh: inhibitors of Epstein-Barr virus glycoprotein 42; AID 1085; inhibition, % (tested at 21.74 µM); hit rate 0.42% among 220,000; Q1HVG2; Fluorescence polarization binding assay, mP read-out; in the data active = inhibition above about 50%
Target sequence (Q1HVG2 whole entry, looked up): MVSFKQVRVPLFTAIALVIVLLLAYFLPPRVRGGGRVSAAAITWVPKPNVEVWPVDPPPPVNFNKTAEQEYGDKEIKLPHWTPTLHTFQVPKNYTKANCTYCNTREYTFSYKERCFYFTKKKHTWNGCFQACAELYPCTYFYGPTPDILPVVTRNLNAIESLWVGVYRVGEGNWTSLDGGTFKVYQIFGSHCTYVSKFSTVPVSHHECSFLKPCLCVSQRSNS
14-3-3 Bad inh: disrupts binding of bovine 14-3-3 zeta to phospho-Bad peptide; P63103; TR-FRET 14-3-3zeta/Dy647-pBad peptide displacement, 1 h; inhibition, % at 21.7 µM; hit rate 0.71% among 220,000;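 active = inhibition above about 70%, limit read from the data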;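 note: 0% = full 14-3-3 plus peptide FRET controls and 100% = background without 14-3-3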
Target sequence (P63103 whole entry, looked up): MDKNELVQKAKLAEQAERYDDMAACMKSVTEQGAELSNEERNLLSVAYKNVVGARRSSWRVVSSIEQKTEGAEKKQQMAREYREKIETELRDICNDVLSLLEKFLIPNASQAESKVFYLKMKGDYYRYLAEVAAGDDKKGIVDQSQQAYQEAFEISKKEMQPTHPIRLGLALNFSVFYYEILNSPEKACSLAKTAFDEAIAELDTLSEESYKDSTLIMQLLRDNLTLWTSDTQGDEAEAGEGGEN
MDM2 E3 inh: Mdm2 E3 ligase (human) inhibition; Q00987; cell-based MDM2 ubiquitination luciferase reporter, 2 h; 0 = plate control, 100 = twice control, blank-subtracted; signal enhancement, % at 5 µM; hit rate 0.11% among 210,000;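 active = signal enhancement of 30% or more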;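 note: luminescence tracks abundance of the self-degrading MDM2-luciferase fusion protein; higher signal means inhibition of MDM2 E3 ligase activity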
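test system = mammalian cells stably expressing self-ubiquitinating, self-degrading MDM2 E3–luciferase fusion | quantity = 2000 cells/well | incubation = cell settling 4 h, compound treatment 2 h, both 37 °C | signal = luminescence with SteadyLite reagent, 15 min at room temperature | evaluation = % enhancement relative to plate controls after blank subtraction | benchmarks = plate controls and plate blanks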
zVAD death inh: blocks zVAD induced death of L929 cells; hit rate 0.38% among 220,000; AID 1377; L929 zVAD necroptosis rescue, ATP luminescence, 24 h; with zVAD 60 µM; viability rescue, % at 10 µM;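 active = activation, scaled between plate controls, above about 75%, limit read from the data; inactive = activation under that limit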;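 note: 0% = zVAD with DMSO and 100% = DMSO alone without zVAD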
Runt-SMMHC FRET: blocks binding of human RUNX1 Runt domain to CBFb-SMMHC | Q01196+Q13951 | Cerulean-Runt/Venus-CBFb-SMMHC FRET ratio 530/480, 1 h | inhibition, % at 20 µM | hit rate 0.74% among 220,000 | AID 1434;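 active = mean inhibition across duplicate retests at 20 µM reaching about 50%, limit read from the data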;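 note: 0% = DMSO wells and 100% = wells with excess untagged CBFb-SMMHC; inhibitors lower the FRET ratio by blocking Runt binding to CBFb-SMMHC; some results filed as inactive read as strong as hits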
Runt-CBFb FRET: Runt domain-CBFb interaction inhibition. Q01196+Q13951. Cerulean-Runt/Venus-CBFb FRET ratio 530/480, 1 h. inhibition, % at 20 µM. hit rate 0.46% among 220,000. AID 1496;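 active = inhibition over about 50% at 20 µM in the single-dose screen, limit read from the data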;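 note: 0% = DMSO wells and 100% = excess unlabeled CBFb competitor control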
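test system = Cerulean-Runt domain fusion protein, energy donor | probe or stimulus = Venus-CBFb binding partner, 100 nM | incubation = two 1 h room-temperature incubations shielded from light | detection = fluorescence energy transfer, 422 nm excitation, 530/480 nm emission | measure = loss of energy transfer signal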
Hck Nef HTS: inhibitors of human Hck kinase activated by Nef; hit rate 0.68% among 220,000; inhibition, % at 20 µM; AID 463187; Recombinant Hck-YEEI plus Nef, Z-Lyte FRET kinase assay;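 active = Hck-Nef kinase inhibition above about 50%, limit read from the data; inactive = inhibition below that limit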;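 note: 0% = DMSO with Hck plus Nef and 100% = Hck alone without Nef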
* marks the source's active call; other numbers are inactive results; nt = not tested or not shown; [ ] = dose if it differs, or a comment. This is a random part of the collection (roughly 3.2% active in at least one column).

SMILES | NCF1 inh | TbHK1 inh | EBV gp42 inh | 14-3-3 Bad inh | MDM2 E3 inh | zVAD death inh | Runt-SMMHC FRET | Runt-CBFb FRET | Hck Nef HTS
Nc1nnnn1/N=C/C=C/c1ccccc1 | -12 | -41 | -3 | 0 | -6 | 1.1 | -2 | -1 | -8
COc1ccc(-c2nnc(SCC(=O)c3ccc[nH]3)n2-c2ccccc2)cc1 | -10 | -4 | -11 | -5 | -7 | 0.1 | 1 | 0 | -2
Cc1ccc(CNC(=O)C2CC(=O)N(C3CCCCCCC3)C2)cc1 (stereo not given) | -13 | -6 | -8 | -2 | -12 | 0.2 | -4 | 0 | -1
COCCn1c(C)cc(C(=O)CSc2ncnc3sc4c(c23)CCC4)c1C | -1 | -7 | -10 | 9 | -21 | -0.7 | -6 | 4 | 36
Cc1sc2ncnc(SCC(=O)Nc3nc(-c4ccc(F)c(F)c4)cs3)c2c1C | -30 | 1 | -7 | 48 | nt | -0.3 | -6 | 1 | 117*
CN1CCC(N(C)C(=O)CNC(=O)c2ccc(C(C)(C)C)cc2)CC1 | -2 | -6 | 7 | -7 | -10 | 5.4 | 1 | 0 | 15
COc1ccc(C(C(=O)NC2CCCCC2)N(C(=O)Cc2c[nH]c3ccccc23)c2ccccc2)cc1OC (stereo not given) | -9 | -15 | -20 | -5 | nt | 0.4 | 2 | 2 | 1
N=c1n(Cc2ccc(Cl)cc2)c2ccccc2n1CC(O)c1ccco1 (stereo not given) | -17 | 3 | -5 | -10 | -20 | 1.7 | 0 | -1 | 1
O=C(CSc1cccc2cccc(Cl)c12)NC1=NCCS1 | -7 | 4 | 4 | -4 | -12 | 0.2 | 2 | 8 | 20
CC(C)CC(=O)Nc1cccc(NC(=O)c2ccccc2Cl)c1 | -3 | 31 | -12 | -6 | -4 | 0.4 | 2 | -3 | 8
Cc1cccc(N(C(=O)CNC(=O)c2ccco2)C(C(=O)NC2CCCC2)c2ccncc2)c1 (stereo not given) | -4 | 6 | -33 | 6[fluorescence artefact?] | 1 | 0.5 | 2 | -2 | 11
O=C(CCc1ccccc1)N1CCN(c2ccccc2F)CC1 | 2 | 9 | 0 | 6 | 1 | 0.8 | -2 | -2 | -19
Cc1c(Cl)cccc1NC(=O)Nc1ccn(C)n1 | -7 | -5 | -11 | -4 | -5 | 7.2 | -1 | -1 | 0
CSc1ccccc1C(=O)NCCSC(C)(C)C | 0 | 5 | -15 | 13 | -10 | 2.1 | -4 | 0 | 6
Oc1ccc(CN2CCC(Cc3ccccc3)CC2)c2cccnc12 | 3 | 1 | -12 | -25 | -12 | 9.5 | -3 | 0 | 23
Cc1ccc(S(=O)(=O)N2CCN(S(=O)(=O)c3ccc(C)cc3)C2c2ccccc2)cc1 | -10 | -4 | -1 | nt | -15 | 0.3 | -6 | 1 | 2
CCCNC(=O)Nc1cc(OCC)c(N2CCOCC2)cc1OCC | -4 | -7 | -17 | -9 | 1 | 3.3 | -1 | 1 | -2
Cc1onc(-c2ccccc2)c1C(=O)c1ccccc1 | -3 | 30 | -10 | 5 | -8 | 0.1 | 1 | 1 | 11
NC(=O)NC(=O)COC(=O)c1cccnc1Nc1ccccc1F | -14 | -7 | 3 | 0 | -3 | 0.0 | 3 | 2 | -9
CC1(C)CC(=O)c2sc(N)nc2C1 | 11 | -23 | 0 | -5 | -13 | -0.4 | -1 | 2 | 7
Cc1ccc(S(=O)(=O)NCC(=O)NCC(=O)OCC(=O)N2CC(=O)Nc3ccccc32)cc1C | -27 | 0 | -10 | -16 | -9 | 2.3 | 2 | 0 | 25
COc1ccccc1-c1csc(NC(=O)c2cc(-c3cccs3)nc3ccccc23)n1 | -19 | -20 | 0 | -19 | -14 | 0.7 | -6 | -1 | 3
COc1ccc(N=Cc2c(C)[nH][nH]c2=O)cc1 | -6 | -21 | -10 | -4 | 3 | 1.7 | -7 | -1 | 4
O=C(OC1C2CCC1C1CN(CCc3ccccc3)CC12)c1ccccc1 (stereo not given) | -8 | 9 | -11 | -1 | -20 | -0.2 | 2 | -4 | 6
CC1CCCC/C1=N\NC(=S)Nc1ccccc1 (stereo not given) | 0 | -6 | 2 | -14 | -6 | 0.4 | -2 | 2 | 8
Cc1ccc(OCC(O)Cn2c3ccccc3c3ccccc32)cc1 (stereo not given) | -7 | 5 | -5 | -3 | 13 | 3.3 | -1 | -1 | 2
O=C(Nc1ccc(O)cc1C(=O)O)c1ccc2c(c1)C(=O)N(Cc1ccco1)C2=O | -34 | -1 | -7 | 28 | -15 | 1.1 | 3 | 9 | 8
COc1ccccc1C(=O)N1CCNC(=O)C1CC(=O)Nc1ccc(Cl)cc1 (stereo not given) | -8 | 5 | 4 | 17 | 1 | 0.2 | 0 | 1 | -1
CNc1ccncc1S(=O)(=O)NC | 2 | 1 | 4 | -5[fluorescence artefact?] | -4 | 0.0 | -3 | -1 | 3
O=C(Nc1cccc2ncccc12)c1ccc2c(c1)OCCO2 | -11 | -8 | 2 | -1 | -9 | -0.2 | -1 | 2 | 5

No new results follow: three of the compounds above.
SMILES | NCF1 inh | TbHK1 inh | EBV gp42 inh | 14-3-3 Bad inh | MDM2 E3 inh | zVAD death inh | Runt-SMMHC FRET | Runt-CBFb FRET | Hck Nef HTS
Cc1ccc(S(=O)(=O)N2CCN(S(=O)(=O)c3ccc(C)cc3)C2c2ccccc2)cc1 | -10 | -4 | -1 | nt | -15 | 0.3 | -6 | 1 | 2
CCCNC(=O)Nc1cc(OCC)c(N2CCOCC2)cc1OCC | -4 | -7 | -17 | -9 | 1 | 3.3 | -1 | 1 | -2
Cc1onc(-c2ccccc2)c1C(=O)c1ccccc1 | -3 | 30 | -10 | 5 | -8 | 0.1 | 1 | 1 | 11

New compounds follow:
SMILES | NCF1 inh | TbHK1 inh | EBV gp42 inh | 14-3-3 Bad inh | MDM2 E3 inh | zVAD death inh | Runt-SMMHC FRET | Runt-CBFb FRET | Hck Nef HTS
COc1ccc(C2OC[C@H]3O[C@H](O)[C@H](NC(C)=O)[C@@H](O)[C@@H]3O2)cc1 (stereo not given in full) | 0 | 0 | -5 | -8 | -1 | 1.7 | 2 | -1 | 17
Cc1noc(C)c1COC(=O)c1ccc(S(=O)(=O)NCc2ccco2)cc1 | -10 | 3 | -17 | -2 | 9 | -0.4 | 2 | 0 | 1
COC(=O)c1ccccc1NC(=O)CN(C)S(=O)(=O)c1cc(C)ccc1OC | -15 | -2 | -6 | -5 | -16 | 0.3 | -6 | 0 | 0
Cc1noc(C)c1C(=O)N1CCOCC1 | -2 | -3 | -9 | 14[fluorescence artefact?] | -2 | 1.2 | -5 | 0 | 0
CCOC(=O)c1cc(-c2ccccc2)sc1NC(=O)COC(=O)c1cccc(S(N)(=O)=O)c1 | 6 | 2 | -5 | 73* | -12 | 0.8 | -56 | -49 | 58*
Cc1ccc2cccc(OCC(=O)N3CCc4ccccc43)c2n1 | -6 | 0 | -16 | -10 | -6 | 10 | 1 | -3 | 25
Cc1c(N(C)C(=O)C2CCCN2S(=O)(=O)c2ccccc2)c(=O)n(-c2ccccc2)n1C (stereo not given) | -4 | -3 | 0 | 4 | 11 | 0.1 | 1 | 1 | 0
CCOc1ccc(C(=O)NCCC2=CCCCC2)cc1OCC | -2 | 1 | 26 | -10 | -39 | 4.8 | -2 | 0 | -1
Cc1ccc(Nc2nc3ccccc3[nH]2)nc1 | -11 | 2 | -10 | -2 | -17 | 4.9 | 11 | -3 | 3
CCc1nc(NCCN)c(C#N)c2c1CSC(C)(C)C2 | -3 | -17 | -16 | 5[fluorescence artefact?] | -18 | 0.0 | -2 | 1 | 1
CCCCn1c(SCC(=O)N(CC)C2CCS(=O)(=O)C2)nnc1C(CC)N(C)C (stereo not given) | -14 | -7 | -27 | 7[fluorescence artefact?] | -14 | 0.1 | 0 | 0 | -2
CC1(C)NC(=O)N(CCOCCSc2ccccc2)C1=O | -15 | -2 | -9 | -4 | -11 | -0.5 | -2 | -1 | 1
Cc1sc(NC(=O)Cn2nc(C(F)(F)F)cc2C)c(C(=O)OC(C)C)c1C | -44 | 4 | -22 | -10 | -27 | -0.1 | -16 | -10 | 0
COc1ccc(C2N=C(c3ccccc3)NC(c3ccccc3)=N2)cc1 | -5 | 4 | -18 | 7[fluorescence artefact?] | 5 | -0.2 | -1 | 0 | 7
Cc1cc(=O)[nH]c(SCC(N)=O)c1C#N | -6 | 5 | -1 | -9 | -8 | -0.3 | 1 | 2 | 0
O=C(c1ccccc1)N1CCN(c2ncnc3c(-c4ccccc4)nsc23)CC1 | -15 | -3 | -25 | 2 | -8 | -0.1 | -2 | -2 | 13
CC(=O)N1c2ccccc2N(Cc2ccc(C)cc2C)C(=O)C1(C)C | -15 | -4 | -4 | 0 | -7 | 0.6 | 5 | 2 | -1
Cc1ccc2c(c1)C(O)(CC(=O)c1cccc(-n3cccc3)c1)C(=O)N2 (stereo not given) | -3 | -7 | -14 | -9 | 13 | 4.5 | 2 | 1 | 17
CCOC(=O)C(=CNc1ccc(Cl)cn1)C(=O)OCC | -10 | -59 | -12 | -4 | -13 | 0.3 | 1 | -3 | 21
O=C(O)CSc1nnc(-c2cc3ccccc3o2)n1-c1ccccc1 | -7 | 0 | 3 | 22 | -9 | -0.1 | -8 | 1 | -1
COc1cccc(CNCCc2c[nH]c3ccccc23)c1OCc1ccccc1 | -3 | 25 | 0 | 9 | -20 | 2.9 | 0 | 0 | 2
COc1cc(-c2nnc(CSc3nnc(N)s3)o2)cc(OC)c1OC | 3 | 0 | -12 | 4 | -7 | -0.2 | 2 | 0 | 4
COc1ccc(Cc2nnc(NC(=O)c3ccccc3[N+](=O)[O-])s2)cc1 | -13 | -7 | 1 | -3 | -93 | -0.7 | -4 | 1 | -3
CN(C(=O)Cc1c[nH]c2ccccc12)C(C(=O)Nc1ccc2c(c1)OCO2)c1ccccc1 (stereo not given) | -6 | 5 | 15 | -10 | -3 | 0.7 | 4 | 1 | -1
CCOc1ccc(-n2c(SCC)nc3c(c2=O)SCC3)cc1 | -22 | 1 | -10 | -6 | 7 | 2.1 | 0 | 1 | -12
COc1ccc(CCNC(=O)CS(=O)Cc2nc(-c3cccs3)oc2C)cc1OC (stereo not given) | -15 | 42 | -22 | 38 | -9 | 0.1 | 1 | -1 | 5
CCOC(=O)Nc1ccc2c(c1)N(C(=O)CN(CC)CC)c1ccccc1C=C2 | -10 | 4 | -25 | 21 | -6 | -0.1 | 2 | -1 | 1
Cn1cc(CCNCc2cn[nH]c2-c2ccc(-c3ccccc3)cc2)cn1 | -13 | -9 | -10 | 2 | -1 | 4.5 | -29 | 0 | 11
COC(=O)Cc1ccc(NC(=S)N2CCN(c3cccc(O)c3)CC2)cc1 | -11 | 0 | -1 | -5 | -12 | 1.1 | 3 | 2 | 3
COc1ccc(CN(C(=O)CN2C(=O)C(C)Oc3ccccc32)C2CCCC2)c(OC)c1 (stereo not given) | -3 | -3 | -9 | -4 | -13 | -0.5 | 0 | -1 | 1
O=c1cc(/N=C/c2coc3cc(Br)ccc3c2=O)[nH]c(=S)[nH]1 | -22 | -45 | -2 | -3 | -1 | 0.6 | 0 | -1 | 29

From PubChem
